# TR-FRET SRC-2 ct – TR-FRET signal artefacts, primary screen, artefact control for PPARgamma SRC-2 agonist project, biochemical; TR-FRET artefact counter-screen; active compounds read high; TR-FRET ratio at 8 µM; 200,000 tested, 0.4% active; AID 1049, 2008; in the data active = TR-FRET ratio above about 2000; also: inactives centre near 1500
# RAM inhibit – inhibitors of the yeast RAM network, primary screen, dse1pr::URA3 reporter, 5-FOA selection. inhibition, % at 50 µM. S. cerevisiae dse1pr::URA3 reporter, 5-FOA growth OD615, 2 d; analog-sensitive cbk1-as2 kinase mutant strain. 190,000 tested, 1.8% active. AID 868, 2007;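 active = inhibition above a set limit, 3 SD over mean compound inhibition, cut at about 8.4% in these data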;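 also: 0% = DMSO-only wells with no growth and 100% = 10 µM 1-NA-PP1 full growth; inhibition rescues growth on 5-FOA so higher OD means more RAM inhibition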
# Efa HMGR inh – inhibitors of E. faecalis class II HMGR, primary screen, biochemical, Enterococcus faecalis | 190,000 tested, 0.41% active | purified E. faecalis HMGR, NADPH absorbance 340 nm kinetic | inhibition, % at 10 µM | HMG-CoA reductase (Enterococcus faecalis, mvaE);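 active = inhibition above a set limit, the median over all tested compounds plus 3 SD, cut at about 9.5% in these data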;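 also: enzyme runs in reverse so mevalonate oxidation gives rising NADPH absorbance; 0% = complete reaction with DMSO and 100% = background rate lacking mevalonate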
# PPARg SRC1 recr – PPARgamma agonists recruiting SRC-1 coactivator, primary screen, biochemical | 200,000 tested, 0.41% active | PPARgamma-SRC-1 coactivator recruitment biochemical assay | Peroxisome proliferator-activated receptor gamma (Homo sapiens), P37231 | activation, % at 8 µM | AID 631, 2007; in the data active = activation above about 19%;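 also: 0% = DMSO and 100% = reference agonist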
# Target sequence (P37231 whole entry, looked up): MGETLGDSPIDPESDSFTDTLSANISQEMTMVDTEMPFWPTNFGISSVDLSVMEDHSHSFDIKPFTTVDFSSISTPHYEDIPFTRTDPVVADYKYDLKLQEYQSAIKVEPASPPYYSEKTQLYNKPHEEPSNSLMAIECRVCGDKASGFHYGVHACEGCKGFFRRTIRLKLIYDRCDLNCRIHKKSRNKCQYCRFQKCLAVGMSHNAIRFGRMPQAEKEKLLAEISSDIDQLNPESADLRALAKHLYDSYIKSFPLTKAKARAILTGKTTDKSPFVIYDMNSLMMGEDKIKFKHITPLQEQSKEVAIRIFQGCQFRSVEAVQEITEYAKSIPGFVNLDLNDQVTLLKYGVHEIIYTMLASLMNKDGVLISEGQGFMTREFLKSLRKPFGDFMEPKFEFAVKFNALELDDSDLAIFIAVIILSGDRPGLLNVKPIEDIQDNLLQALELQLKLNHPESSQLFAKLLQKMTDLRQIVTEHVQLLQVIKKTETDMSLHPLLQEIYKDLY
# ROMK mod – ROMK potassium channel modulators, primary screen, cell-based, thallium flux, MLSMR library; Tet-inducible ROMK, thallium flux fluorescence; actives lie on both sides; B-score at 10 µM; 130,000 tested, 2% active;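 active = signal ratio slope over the read window, or its plate-corrected B-score, at least 3 SD from the plate mean, either direction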;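 also: B-score of the F/F0 ratio slope over 7 to 12 s after thallium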
# Target sequence (P48048 whole entry, looked up): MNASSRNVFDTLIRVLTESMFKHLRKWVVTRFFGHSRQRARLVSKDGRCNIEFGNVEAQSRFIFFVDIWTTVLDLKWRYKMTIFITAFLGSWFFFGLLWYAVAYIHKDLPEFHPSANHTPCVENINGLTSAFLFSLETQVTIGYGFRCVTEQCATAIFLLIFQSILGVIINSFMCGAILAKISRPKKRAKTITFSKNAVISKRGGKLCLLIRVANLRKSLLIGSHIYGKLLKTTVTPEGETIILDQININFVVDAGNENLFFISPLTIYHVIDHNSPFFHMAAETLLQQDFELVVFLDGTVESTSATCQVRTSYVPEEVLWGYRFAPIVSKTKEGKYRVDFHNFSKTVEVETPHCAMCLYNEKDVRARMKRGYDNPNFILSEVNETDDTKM
# PPARg SRC-2 ag – agonists of PPARg-SRC-2 recruitment, primary screen, biochemical, HTS. 200,000 tested, 0.34% active. AID 1032, 2008. PPARgamma LBD-SRC-2 recruitment. activation, % at 8 µM. Peroxisome proliferator-activated receptor gamma (Homo sapiens), P37231; in the data active = activation above about 22%;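 also: 0% = vehicle and 100% = reference agonist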
# Lmaj promast – Leishmania major promastigote growth inhibition, primary screen; 200,000 tested, 9% active; AID 1063, 2008; inhibition, % at 10 µM; Leishmania major promastigotes, resazurin fluorescence viability; in the data active = inhibition above about 50%;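 also: promastigotes grown with compound for 44 hours at 28 °C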
# PPARg SRC3 recr – PPARgamma agonists recruiting SRC-3 coactivator, primary screen, biochemical | Peroxisome proliferator-activated receptor gamma (Homo sapiens), P37231 | biochemical PPARgamma/SRC-3 coactivator recruitment assay | activation, % at 8 µM | 200,000 tested, 0.26% active | AID 731, 2007; in the data active = activation above about 23%;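 also: 0% = DMSO and 100% = reference agonist; some compounds past the cut are filed as inactive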
# bIAP inhibitor – bovine intestinal alkaline phosphatase inhibitors, primary screen, selectivity assay for TNAP inhibitor project, biochemical, bovine IAP, CDP-star luminescence; AID 1019, 2008; alkaline phosphatase, intestinal [Bos taurus]; purified bovine IAP, 30 min; inhibition, % at 20 µM; 190,000 tested, under 10 active;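 active = over 50% inhibition of intestinal alkaline phosphatase at 20 µM in the single-dose screen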
#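 test system = bovine IAP enzyme | medium = DEA buffer 100 mM, pH 9.8, with MgCl2 1.0 mM, ZnCl2 0.02 mM | detection = luminescence | dosing = single compound dose of 20 µM, 2% DMSO final | incubation = 30 min reaction at room temperature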
# S1P3 antagonist – S1P3 receptor antagonists, primary screen, cell-based | 170,000 tested, 0.27% active | inhibition, % at 4.98 µM | Sphingosine 1-phosphate receptor 3 (Homo sapiens), Q99500 | AID 485, 2006 | CHO S1P3 NFAT-BLA reporter, FRET fluorescence, antagonist mode;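 active = inhibition above the plate cutoff, the mean inhibition of test wells on that plate plus 3 SD, cut at about 28% in these data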;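 also: cells challenged with S1P at its EC80 of 0.8 µM; blue over green emission ratio from cleaved BLA substrate after 4 h stimulation; 0% = S1P-stimulated wells and 100% = unstimulated DMSO-only wells; some compounds past the cut are filed as inactive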
# DTT redox prof – compounds producing H2O2 with reducing agent – biochemical, NIH compound library profiling, artefact control for MLSCN library redox annotation, primary screen. 200,000 tested, 0.03% active. DTT-dependent redox cycling H2O2, phenol red/HRP absorbance; 100% = 100 µM peroxide control, 0% = buffer. activation, % at 10 µM;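 active = activation of at least 50% relative to the plate's high and low controls in the primary single-dose screen; inactive = activation below 50%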;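 also: compound incubated with DTT at 0.8 mM final as the reducing agent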
# Active calls of the source: *; nt = not tested or not shown.
SMILES,TR-FRET SRC-2 ct,RAM inhibit,Efa HMGR inh,PPARg SRC1 recr,ROMK mod,PPARg SRC-2 ag,Lmaj promast,PPARg SRC3 recr,bIAP inhibitor,S1P3 antagonist,DTT redox prof
Cc1ccc(NC(=O)c2cc(N3C(=O)C4CCCCC4C3=O)ccc2N2CCOCC2)cc1 (stereo not drawn),1530,0.0,1.8,-4.3,0.444,10.8,-2.6,2.8,-7.8,-6.0,-0.6
COc1cccc(CNC(=O)c2nnn(-c3ccc(OC(F)(F)F)cc3)c2N)c1,1394,-0.3,-2.9,1.9,-0.164,-12.1,-8.2,-4.6,10.0,nt,0.1
COC(=O)C(C(=O)NCC1CCCO1)C1CCCCCC1 (stereo not drawn),1322,1.9,-2.4,1.9,nt,-1.9,-0.2,-4.8,-1.8,-0.2,0.6
N/C(=N\OC(=O)N1CCOCC1)c1ccccc1,1427,1.7,nt,2.3,nt,-3.2,10.5,1.2,3.3,nt,-3.9
COc1cccc(-c2cnc(OC(C)(C)C)nc2OC(C)(C)C)c1,1551,0.1,-2.0,-2.5,0.0219,0.8,3.7,-2.7,9.4,nt,0.8
CC(C)(C)c1cc(NC(=O)CCSc2nnc3ccccn23)cc(C(C)(C)C)c1,1393,5.7,-1.3,-7.3,-0.0331,-4.6,7.3,3.3,nt,nt,2.2
CCC(O)c1cc2c(cc1NC(=O)c1cccs1)OCCO2 (stereo not drawn),1323,2.2,-0.2,9.0,nt,0.5,3.2,8.4,5.4,-19.3,2.2
COc1ccc2cc(C)c3nnc(SCc4cccnc4)n3c2c1,1455,1.6,-4.7,1.7,1.14,-4.7,13.2,-4.6,-28.0,-24.3,-1.8
COc1ccc(OC)c(NC=C2C(=O)OC3(CCCCC3)OC2=O)c1,1648,-1.2,-6.3,-2.6,nt,4.2,-1.5,7.2,-1.2,-15.7,1.3
COc1ccc(NC(=O)c2cc3c(=O)n(C)c4ccccc4c3n2C)cc1OC,1584,0.9,-10.0,2.2,nt,8.4,1.3,7.2,-17.0,-27.1,-0.8
N#C/C(=C\c1cccc([N+](=O)[O-])c1)C(=O)NCc1ccc(Cl)cc1,1664,2.6,4.8,4.4,-0.0665,4.7,50.6*,4.8,-4.0,-6.2,-1.7
O=C(/C=C/c1ccc(Cl)cc1Cl)NCCSc1ccccc1,1498,2.3,-4.6,-1.5,0.502,-1.0,-4.4,0.3,27.6,1.2,0.6
CCCC1=Nc2cc(C(=O)NCc3ccco3)ccc2Sc2ccccc21,1379,6.0,2.4,-3.2,1.26,-11.6,91.3*,2.2,nt,7.8,0.0
COCCCNC(=S)Nc1cccc(S(=O)(=O)NC2=NCCC2)c1,1619,-0.6,-0.4,11.7,0.0353,-2.3,-1.1,0.9,-2.9,8.7,-1.9
COc1ccccc1N1CCN(C(=O)c2cc(-c3ccc(Cl)cc3)on2)CC1,1313,1.4,-4.6,-3.3,0.013,0.5,-1.2,5.0,-0.8,13.6,-0.2
COc1ccc(C(=O)Nc2nc3ccccc3s2)cc1OC,1625,1.4,-5.5,6.5,-0.106,1.9,68.7*,4.7,-19.6,-2.4,-0.3
Cc1cccc(N2CCN(C(=O)c3csc4ccccc34)CC2C)c1 (stereo not drawn),1671,1.8,-9.6,3.0,-0.477,6.3,23.4,0.2,7.6,-6.7,-0.6
COc1ccc(-c2cc(C(F)(F)F)nc(S(=O)(=O)CCCC(=O)Nc3cccc(O)c3)n2)cc1OC,1616,2.4,1.7,5.6,0.00957,1.2,3.6,2.1,-1.2,5.6,-3.0
CC/C(O)=C(/C#N)c1nnc2n1CCCCC2,1522,0.8,1.0,0.9,nt,-0.5,-5.4,-3.3,11.3,6.5,-4.5
CC(C)C1C(=O)NC(=S)N1S(=O)(=O)c1ccc(C(C)(C)C)cc1 (stereo not drawn),1377,6.6,-2.6,0.8,-1.46,2.9,-6.9,0.0,14.2,nt,0.0
CCOC(=O)C1=NNC2(c3ccccc3)C(=O)N(c3cccc(Br)c3)C(=O)C12 (stereo not drawn),1772,0.4,1.8,0.8,-1.53,14.0,-7.7,1.1,-2.1,22.1,-0.4
OC(CNCc1ccccn1)c1ccccc1 (stereo not drawn),1634,0.6,-0.8,2.9,nt,7.4,-6.7,2.0,24.0,-15.1,0.0
O=C(c1ccco1)N1CCN(c2c([N+](=O)[O-])nn(-c3cccc(Cl)c3)[n+]2[O-])CC1,1483,0.8,1.1,-1.0,-0.736,-10.2,29.9,-2.3,13.5,4.5,-0.5
CCOCCCNC(=O)C1CCC(CNS(=O)(=O)c2cccc3nsnc23)CC1 (stereo not drawn),1454,0.6,0.6,3.3,nt,5.2,-5.5,-2.8,13.8,0.5,-2.5
Cc1ccc(CN2CCc3c(OCC(=O)Nc4cc(C)ccc4C)cccc3C2=O)cc1,1328,2.5,-1.9,8.8,-0.847,-2.6,11.6,-1.5,41.8,4.3,0.0
SMILES,TR-FRET SRC-2 ct,RAM inhibit,Efa HMGR inh,PPARg SRC1 recr,ROMK mod,PPARg SRC-2 ag,Lmaj promast,PPARg SRC3 recr,bIAP inhibitor,S1P3 antagonist,DTT redox prof
Cc1nc2cc(-c3ccccc3)nn2c(C)c1CCC(=O)N1CCN(c2ccccc2)CC1,1657,0.7,-6.7,1.3,nt,-0.9,86.7*,4.2,-9.7,nt,-1.1
CC(=O)Nc1ccc(S(=O)(=O)Nc2cccc(-c3ccc4nncn4n3)c2)cc1,1552,3.6,11.2*,7.5,0.203,-1.0,-2.1,3.5,-10.2,-16.7,0.2
COc1cc(/C=N/Nc2nnc3c(n2)[nH]c2ccccc23)ccc1O,1357,1.0,-4.9,-2.2,nt,-3.9,3.3,-10.3,18.0,-14.7,0.7
CC1CCN(S(=O)(=O)c2ccc(F)c(C(=O)O)c2)CC1,1537,-0.6,-2.8,-3.1,nt,5.6,-5.3,-3.8,6.4,12.3,-0.4
C=CCSC1=C(C#N)C(c2ccccc2Cl)C(C(=O)c2cccs2)C(O)(C(F)(F)F)N1 (stereo not drawn),1481,0.4,-5.3,-0.4,-1.91,-6.7,88.2*,-5.7,4.3,-12.6,-0.1
Cc1c(Br)c(C(F)(F)F)nn1CC(=O)NCC1CCCO1 (stereo not drawn),1428,-0.1,-5.0,0.4,nt,0.7,-0.4,-9.4,5.2,-41.2,-0.8
Cc1csc(NC(=O)CSc2nc(C(C)C)nc3c2c(=O)n(C)c(=O)n3C)n1,1599,3.9,-6.4,-6.2,nt,-1.8,7.6,-4.9,6.3,-14.6,-0.6
CCN1CCN(S(=O)(=O)c2ccc3c(c2)OCCO3)CC1,1275,1.1,0.3,-2.0,0.014,-4.4,-5.7,-11.1,8.7,nt,0.1
CCN1CCN(C(c2cccs2)C(C)NC(=O)c2ccccc2OC)CC1 (stereo not drawn),1502,1.4,3.7,-6.9,nt,0.7,3.3,6.5,3.5,-19.8,-0.2
O=C(Nc1ccc(N2C(=O)C3C4C=CC(C4)C3C2=O)cc1Cl)c1cccs1 (stereo not drawn),1731,9.8*,3.8,3.5,-0.828,-0.6,-8.7,-1.1,-39.0,-16.7,-2.7
O=c1c2sccc2n(Cc2ccc(F)cc2)c(=O)n1-c1ccc(F)cc1,1540,10.3*,-1.4,-2.8,0.199,-8.4,40.4,1.2,2.5,-6.3,0.2
Nc1ccc(OCC(O)C[n+]2ccc(CCS(=O)(=O)[O-])cc2)cc1 (stereo not drawn),1616,1.1,-9.0,8.2,0.665,6.6,-3.8,4.5,-35.5,-28.9,-2.4
COc1ccc(C2CCCN2C(=O)Nc2cccc(C(C)=O)c2)cc1OC (stereo not drawn),1684,-0.2,-0.6,3.7,nt,3.1,-3.5,0.5,4.3,-1.2,-1.5
CCCCNC(=O)c1sc(=S)n(-c2ccccc2OC)c1N,1681,0.9,-4.9,-2.8,nt,-1.4,-4.1,7.2,7.6,nt,2.3
C#CCOCCOCCOCCNc1nc(N2CCOCC2)nc(N2CCN(C(=O)[C@H](C)n3cc(CCCN=C(N)N)nn3)CC2)n1,1319,0.7,-2.2,0.7,-0.911,-8.1,-4.5,-1.9,-11.0,-1.2,0.5
COCCn1c(SCC(=O)Nc2ccc(Cl)cn2)nc2ccccc21,1516,1.4,-1.4,-2.4,nt,-3.3,1.6,-9.9,5.1,nt,0.6
NC(=O)COc1ncn(-c2ccccc2)n1,1405,-0.8,-8.1,-3.8,-0.563,5.5,1.2,1.6,2.7,nt,0.2
CC(/C=N\NC(=O)Cn1c(C)nc2ccccc21)=C\c1ccccc1,1520,3.0,-3.6,12.2,nt,6.9,2.2,1.9,-4.1,nt,-1.3
Cc1c(NC(=S)N/N=C/c2cccc(O)c2)c(=O)n(-c2ccccc2)n1C,1489,4.2,-3.2,2.9,1.42,-0.5,-3.9,4.2,-0.5,nt,-7.2
Cc1cc(C)n(C(C[N+](=O)[O-])c2ccc(Cl)cc2)n1 (stereo not drawn),1604,-0.6,-2.9,7.2,-2.78,15.9,100.3*,10.2,-1.6,nt,-1.0
COc1cc(C(=O)Nc2cc(C)c(OCC(=O)N3CCOCC3)c(C)c2)cc(OC)c1OC,1733,2.9,-1.2,7.1,-0.122,-0.5,-3.5,-2.6,-18.2,11.2,-0.8
O=C(NC(=S)Nc1ccccc1)c1ccc(-c2ccccc2)cc1,1490,9.4*,-6.0,-4.7,0.109,-3.1,45.4,-5.5,13.2,3.8,0.0
CCN(CC)S(=O)(=O)c1ccc(NC(=O)CSc2nnc(-c3cccc(OC)c3)n2C)cc1,1728,-0.2,0.4,9.7,nt,18.7,8.8,0.9,-3.5,nt,0.7
Cc1c(C(=O)N2CCN(c3ccccn3)CC2)sc2ncnc(N3CCN(c4ccccc4)CC3)c12,1753,nt,nt,2.4,nt,5.6,-1.5,1.5,nt,9.6,-2.9

# Assay outcomes from PubChem.
